# High-throughput results (PubChem)
# Ba/F3 V617F tox: lowers viability of Ba/F3 cells expressing EpoR and JAK2V617F. ATP luminescence. inhibition, % at 5.6 µM. hit rate 1.1% among 220,000. AID 1446;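 active means inhibition above the campaign mean plus 3 SD over all tested compounds, cut at about 24% in these data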;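 further: cytokine-independent growth of Ba/F3 cells driven by EpoR plus mutant JAK2; 0% = DMSO-treated cells and 100% = JAK inhibitor I control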
# BaF3 parental: counter-screen for JAK2V617F inhibitors: parental Ba/F3 viability inhibitors. inhibition, % at 5.6 µM. hit rate 1.1% among 220,000. AID 1486. CellTiter-Glo ATP luminescence;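 active means inhibition above a per-campaign cutoff, the mean inhibition of all tested compounds plus 3 SD, cut at about 27% in these data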;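 further: 0% = DMSO wells and 100% = JAK Inhibitor I control wells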
# NPY-Y1 antag: antagonists of human neuropeptide Y receptor Y1; P25929; HEK293-CNG Y1 cells, membrane potential fluorescence; NPY at EC95, then isoproterenol; inhibition, % at 3.6 µM; hit rate 1% among 200,000; AID 1040;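 active means inhibition above the campaign mean inhibition of all tested compounds plus 3 SD, cut at about 20% in these data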;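 further: 0% = DMSO wells given NPY plus isoproterenol and 100% = isoproterenol alone without NPY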
# Target sequence (P25929 whole entry, looked up): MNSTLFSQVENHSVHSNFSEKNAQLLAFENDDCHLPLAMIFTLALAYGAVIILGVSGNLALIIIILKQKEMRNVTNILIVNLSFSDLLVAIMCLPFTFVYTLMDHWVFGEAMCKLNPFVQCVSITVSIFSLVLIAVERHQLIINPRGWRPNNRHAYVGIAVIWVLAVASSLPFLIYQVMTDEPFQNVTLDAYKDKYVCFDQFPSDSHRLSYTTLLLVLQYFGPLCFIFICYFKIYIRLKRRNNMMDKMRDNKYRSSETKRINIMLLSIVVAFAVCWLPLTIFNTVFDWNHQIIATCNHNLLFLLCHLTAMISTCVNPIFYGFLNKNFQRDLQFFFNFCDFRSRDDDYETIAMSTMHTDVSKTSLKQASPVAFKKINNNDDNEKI
#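 Test system: HEK293 cells co-expressing NPY Y1 receptor and cyclic-nucleotide gated channel; Also added: NPY (25 nM), isoproterenol (1 µM), Ro 20-1724 (25 µM); Compound dosing: one concentration, 3.6 µM, in 0.4% DMSO; Timing: dye 3 h, compound 60 min room temperature, stimulation 45 min; Technique: Membrane-potential fluorescent dye readout.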
# NPY1 pot ag: potentiators or agonists of human neuropeptide Y receptor Y1 | activation, % at 3.6 µM | NPY-Y1 expressing cells, potentiator/agonist activation | hit rate 0.37% among 220,000 | P25929; in the data active means activation above about 33%, passing the limit was not always enough;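 further: cells stimulated with NPY at EC10 then isoproterenol at EC100; 0% = low agonist plus stimulus and 100% = saturating agonist plus stimulus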
# NPY-Y2 PAM-ag: potentiators or agonists of human neuropeptide Y receptor Y2; cells expressing NPY-Y2, potentiator/agonist read-out; P49146; activation, % at 3.6 µM; AID 1359; hit rate 0.45% among 220,000; in the data active means activation above about 27%;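 further: cells stimulated with NPY near EC25 plus isoproterenol at EC100; 0% = vehicle plus submaximal agonist and 100% = vehicle plus saturating agonist; some results beyond the cut were filed as inactive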
# S1P4 antagonist: antagonists of human S1P4 receptor; inhibition, % at 4.98 µM; S1P4-expressing cells, antagonist mode, reporter read-out; hit rate 0.26% among 220,000; in the data active means inhibition above about 29%;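 further: 0% = wells stimulated with agonist and 100% = vehicle wells without agonist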
# Target sequence (O95977 whole entry, looked up): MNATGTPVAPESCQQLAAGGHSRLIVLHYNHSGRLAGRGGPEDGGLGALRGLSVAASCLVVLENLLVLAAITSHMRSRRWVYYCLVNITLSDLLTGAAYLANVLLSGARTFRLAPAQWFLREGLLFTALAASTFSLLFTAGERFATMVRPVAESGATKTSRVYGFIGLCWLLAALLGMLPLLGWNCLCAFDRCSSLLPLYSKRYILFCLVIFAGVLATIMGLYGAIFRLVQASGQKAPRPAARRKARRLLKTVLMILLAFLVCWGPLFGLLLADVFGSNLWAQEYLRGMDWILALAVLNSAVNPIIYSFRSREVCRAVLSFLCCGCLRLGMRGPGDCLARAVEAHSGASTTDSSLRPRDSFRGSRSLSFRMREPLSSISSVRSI
# RBBP9 inh: human RBBP9 hydrolase inhibition; O75884; recombinant RBBP9, FP-Rh probe fluorescence polarization; inhibition, % at 7.94 µM; hit rate 0.2% among 220,000;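 active means inhibition above the campaign mean of all tested compounds plus 3 SD, cut at about 14% in these data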;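 further: plate controls were DMSO wells with RBBP9 for no effect and wells lacking RBBP9 protein for full effect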
# Target sequence (O75884 whole entry, looked up): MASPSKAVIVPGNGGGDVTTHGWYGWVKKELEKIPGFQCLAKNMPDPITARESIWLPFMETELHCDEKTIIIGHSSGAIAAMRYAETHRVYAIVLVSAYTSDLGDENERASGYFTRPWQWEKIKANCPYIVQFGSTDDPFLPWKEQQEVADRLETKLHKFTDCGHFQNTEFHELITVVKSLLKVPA
#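 System: RBBP9 protein | Quantity: 2.5 µM RBBP9 dispensing solution, before mixing | Reagent: FP-Rh probe, 375 nM dispensing solution | Timing: Enzyme-compound preincubation 30 min, then probe labeling 45 min, 25 °C | Measured by: Fluorescence polarization | Read-out: % inhibition | Replication: One well per compound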
# S1P4 ag: activates the human S1P4 receptor; AID 1509; hit rate 0.35% among 220,000; activation, % at 4.98 µM; O95977; S1P4-expressing cell line, agonist reporter assay; in the data active means activation above about 11%;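 further: 0% = DMSO vehicle and 100% = reference agonist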
# Runt-CBFb FRET: inhibitors of human RUNX1 Runt domain binding to CBFb. Q01196+Q13951. hit rate 0.46% among 220,000. Cerulean-Runt/Venus-CBFb FRET ratio 530/480, 1 h. inhibition, % at 20 µM;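 active means inhibition over about 50% at 20 µM in the single-dose screen, limit read from the data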;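 further: 0% = DMSO wells and 100% = excess unlabeled CBFb competitor control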
#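 System: Cerulean-labeled Runt domain protein | Quantity: 100 nM of each labeled protein | Schedule: 1 h compound exposure, room temperature | Detection: Fluorescence energy transfer, 422 nm excitation, 530/480 nm emission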
# Starred values were filed as active, the others as inactive; . = not tested or not shown.
SMILES,Ba/F3 V617F tox,BaF3 parental,NPY-Y1 antag,NPY1 pot ag,NPY-Y2 PAM-ag,S1P4 antagonist,RBBP9 inh,S1P4 ag,Runt-CBFb FRET
CC1=NN2C(=N)/C(=C\c3cc(C)n(-c4ccccc4)c3C)C(=O)N=C2S1,-2,3,2,9,10,-25,-11,2.1,-7
COc1ncnc2c1oc1nc(CC(C)C)c3c(c12)CC(C)(C)OC3,-3,1,-2,-7,9,-6,-4,0.1,-4
Cc1ccc(-c2nc3ccccc3s2)cc1NC(=O)c1cc(-n2cnnc2)ccc1Cl,-2,1,-4,-11,-3,-21,4,0.6,.
CCCN(C(=O)Cn1ncc2c(=O)oc3ccccc3c21)c1cccc(C)c1,1,6,1,4,-9,5,-5,-2.5,-1
CCCc1nnc(SCCSc2nnc(CCC)n2N)n1N,-2,1,1,-11,1,-16,-5,0.0,0
Cc1cccc(/C(N)=N/OC(=O)c2ccc(Br)o2)c1,3,6,8,-10,-1,-21,-7,1.2,1
Cc1ccc(-c2cc(C(F)F)n3ncc(C(=O)Nc4ccc(S(=O)(=O)Nc5ccccc5C)cc4)c3n2)cc1,-4,0,-2,2,-14,2,-3,-1.7,0
CCCNC(=O)NC1CCCc2ccccc21 (configuration not stated),2,5,1,2,-10,-10,-2,0.4,1
COCCCN(C(=S)Nc1cccc(Cl)c1)C(C)c1ccncc1 (configuration not stated),0,-2,1,21,7,2,-5,0.6,0
CN(NC(=O)c1ccccc1F)c1nc(C(F)(F)F)nc2ccccc12,73*,74*,13,-18,-7,-13,-2,2.0,0

# One compound at a time, as listed above. Values in the order: Ba/F3 V617F tox | BaF3 parental | NPY-Y1 antag | NPY1 pot ag | NPY-Y2 PAM-ag | S1P4 antagonist | RBBP9 inh | S1P4 ag | Runt-CBFb FRET
# Profile of Cc1ccc(-c2nc3ccccc3s2)cc1NC(=O)c1cc(-n2cnnc2)ccc1Cl → -2 | 1 | -4 | -11 | -3 | -21 | 4 | 0.6 | .
# Profile of CCCNC(=O)NC1CCCc2ccccc21 (configuration not stated) → 2 | 5 | 1 | 2 | -10 | -10 | -2 | 0.4 | 1
# Profile of COCCCN(C(=S)Nc1cccc(Cl)c1)C(C)c1ccncc1 (configuration not stated) → 0 | -2 | 1 | 21 | 7 | 2 | -5 | 0.6 | 0
# Profile of CC1=NN2C(=N)/C(=C\c3cc(C)n(-c4ccccc4)c3C)C(=O)N=C2S1 → -2 | 3 | 2 | 9 | 10 | -25 | -11 | 2.1 | -7
# Profile of Cc1ccc(-c2cc(C(F)F)n3ncc(C(=O)Nc4ccc(S(=O)(=O)Nc5ccccc5C)cc4)c3n2)cc1 → -4 | 0 | -2 | 2 | -14 | 2 | -3 | -1.7 | 0

# (list continues)
SMILES,Ba/F3 V617F tox,BaF3 parental,NPY-Y1 antag,NPY1 pot ag,NPY-Y2 PAM-ag,S1P4 antagonist,RBBP9 inh,S1P4 ag,Runt-CBFb FRET
NC(=O)CSc1nnc(-c2cccnc2)n1CCc1ccccc1,-3,1,-3,2,0,-3,-5,-0.8,0
NC1=NC(c2ccc(Cl)cc2)C(C(=O)c2ccccc2)N1 (configuration not stated),-3,0,.,-22,-4,7,-7,-1.2,-2
Cc1cc(C)c2c(c1)/C(=N/NS(=O)(=O)c1ccccc1)CCC2,-3,0,4,2,10,-15,5,1.4,2
COc1cccc2c1OCC(C(=O)O)C2 (configuration not stated),-1,8,9,-14,0,-8,-6,1.8,0
O=C(O)c1cc2nccc(-c3ccc(F)cc3)n2n1,2,6,5,5,-4,-11,-2,1.8,-7
CC(=O)NCCNC(=O)CCNC(=O)c1ccc(Cl)cc1,0,2,1,-26,4,-9,-5,-0.7,2
CCn1c(SCC(=O)N/N=C(\C)c2ccncc2)nnc1-c1ccc(C)cc1,-2,2,.,1,2,10,-3,1.9,3
Oc1ccc(/C=N/N2CCN(C3c4ccccc4-c4ccccc43)CC2)c(O)c1,3,1,15,-17,-18,10,-4,-2.5,14
CCOc1ccccc1CNC(=O)c1ccc(Sc2ccc(Cl)cc2)c(NC(C)=O)c1,-2,5,3,-33,-11,-16,-6,0.7,-1
COc1ccc2cc(C(=O)Nc3ccc(F)cc3)sc(=O)c2c1OC,4,7,0,-6,2,-14,0,-3.5,-3
O=C(Nc1ccc2ccccc2c1)C(c1ccccc1)C1CCCC1 (configuration not stated),2,4,33*,-14,-4,1,-34,0.3,2
Cc1ccc(S(=O)(=O)N2CCN(S(=O)(=O)c3ccccc3)C2c2ccc(N(C)C)cc2)cc1 (configuration not stated),5,6,7,-5,1,-1,-2,1.6,1
COc1ccc(OC(C)C(=O)NCCc2nc3ccccc3[nH]2)cc1 (configuration not stated),-2,3,6,-26,-3,3,0,2.5,-1
COc1ccccc1-n1c(SCC(=O)N(C)C2CCS(=O)(=O)C2)nc2ccccc2c1=O (configuration not stated),-2,2,2,18,11,-33,-6,0.7,-1
CC(C)Cn1c(C(C)C)nc([N+](=O)[O-])c1Sc1ccc(Cl)cn1,0,2,8,-6,2,11,9,-2.4,-3
COc1ccc(NC(=S)NCCN2CCOCC2)c(OC)c1,-4,0,3,9,0,-14,3,-0.4,.
COc1ccc(CNC(=O)CN(C(=O)c2ccc(CN3CCOCC3)o2)C2CCCC2)cc1,-1,2,7,-14,-6,-14,-7,1.2,0
CCOC(=O)c1ccc(NC(=O)COC)cc1,1,6,1,-34,-13,-17,1,-1.3,-2
CN1CCN(c2ccc(Cl)cc2NC(=O)c2ccc(S(=O)(=O)N(C)C)cc2)CC1,-2,6,6,-9,-12,10,-7,1.8,1
O=C(COC(=O)c1ccccc1Oc1ccccc1)NC1CCS(=O)(=O)C1 (configuration not stated),1,-1,4,15,0,-3,-7,1.9,-1
COc1ccc(-n2c(SCC(N)=O)nc3sc4c(c3c2=O)CCC4)cc1,2,6,0,11,-15,13,-7,3.4,-1
O=C(Nc1ccc(S(=O)(=O)N2CCCCC2)cc1)c1ccc(CN2CCOCC2)cc1,-1,4,20,-61,7,-14,-2,1.4,-2
CCOc1ccccc1C1NC(=O)NC(C)=C1C(=O)OCc1ccco1 (configuration not stated),-4,0,5,3,14,1,8,2.0,2
COc1ccc(-c2ncccc2OC(=O)C23CC4CC(CC(C4)C2)C3)cc1OC,3,13,4,-5,-8,-12,2,2.6,-2
CC(=O)c1ccc(NC(=O)CO/N=C(\C)c2cccs2)cc1,2,11,-8,-18,24,-9,-3,-0.2,-1
COC(=O)CSc1nnc(CNC(=O)Cc2ccccc2)n1-c1ccccc1OC,2,-1,1,1,4,-8,-8,3.2,-2
CCCC(=O)Nc1ccc2c(c1)nc(CCNC(=O)c1ccccc1)n2C,-4,1,-1,-32,-6,4,1,-1.1,-1
COC(=O)CCC(=O)N1CCc2cc(S(=O)(=O)N3CCc4ccccc43)ccc21,3,4,-1,4,6,-9,2,-0.1,-5
CC1CN(C(=O)Nc2ccc3snnc3c2)c2ccccc21 (configuration not stated),-3,5,-4,15,7,2,-4,-1.0,-2
CO/N=C/c1ccc(N2CCOCC2)c([N+](=O)[O-])c1,1,3,-1,1,5,-18,-10,0.4,0
COc1ccc(NS(=O)(=O)c2c(C)cc(C)cc2C)cc1,1,7,3,-8,11,20,8,1.1,0
CN1CCN(CCOC2Cc3ccccc3Sc3ccc(Cl)cc32)CC1 (configuration not stated),-2,6,14,-23,-11,-10,-1,1.6,-2
Cc1cccc(NC(=O)Cc2noc3ccccc23)c1,-5,1,5,14,2,-7,-2,1.8,0
CC(C)c1ccc(/C=N/n2nnnc2Nc2ccccc2)cc1,2,2,9,-9,-5,-12,-7,-2.0,2
CCC(NC(=O)Cn1cnc2c(=O)n(C)c(=O)n(C)c21)c1ccccc1 (configuration not stated),-1,0,3,13,-2,3,-4,1.5,-3
CCN(CC)C(=O)Oc1ccc(Cl)c2cccnc12,0,5,3,20,-12,11,-5,1.6,-1
OCCN1CCN(C(=S)NC2CCCC2)CC1,2,2,2,-11,-1,-3,-5,0.5,-1
COc1ccc2nc(N/C(=N/S(=O)(=O)c3cccs3)c3ccccc3Cl)sc2c1,1,5,-1,13,4,-16,-2,2.1,-2
Cc1c(Cl)cccc1NC(=O)Cn1c(-c2ccc(F)cc2)noc1=O,-1,12,-1,13,2,6,-10,4.9,0
Cc1ccc(/C([O-])=C(/C(=S)NCCN2CCOCC2)[n+]2ccccc2)cc1[N+](=O)[O-],4,4,5,2,5,-21,-1,1.3,2
Cc1cccc(C)c1NC(=S)N(CCCN1CCOCC1)Cc1cccnc1,-1,2,-4,12,8,-4,4,-0.5,0
CCOCCCNc1nc2c(C)cccn2c(=O)c1/C=C1\SC(=S)N(CC(C)C)C1=O,0,7,2,-2,3,0,-6,-0.2,-14
CCOC(=O)Cn1c(=O)oc2cc(S(=O)(=O)N3CCN(c4ccccn4)CC3)ccc21,5,10,-1,-10,-26,-3,-9,0.3,-1
CC(=O)c1c(C)[nH]c(C(=O)NCc2cccs2)c1C,-4,-1,1,2,5,-12,-8,0.3,0
Cc1n[nH]c(C)c1S(=O)(=O)N1CCOCC1,3,0,1,-14,-6,3,-7,1.3,-3
CCCCOc1ccc(OCCCN2CCOCC2)cc1,6,2,1,9,-1,-17,-7,1.0,-2
COC(=O)c1ccccc1NC(=O)N1CSC[C@H]1C(=O)OC,2,3,-4,8,3,-13,-5,1.1,-1
O=C(c1ccccc1Cl)N1CCn2c1nc1ccccc12,1,1,3,-9,-12,3,3,0.1,1
CC1CCCN(CC(=O)Nc2ccc(S(=O)(=O)NC3CCCCC3)cc2)C1 (configuration not stated),-1,4,-7,5,2,-16,-4,0.0,0
N#C/C(C(=O)N1CCOCC1)=C1/SC(Cc2ccccc2)C(=O)N1c1ccccc1 (configuration not stated),-3,0,-3,17,15,-7,0,-0.3,-2

# Later entries.
SMILES,Ba/F3 V617F tox,BaF3 parental,NPY-Y1 antag,NPY1 pot ag,NPY-Y2 PAM-ag,S1P4 antagonist,RBBP9 inh,S1P4 ag,Runt-CBFb FRET
CC1CN(c2nc(-c3ccc(Br)cc3)nnc2-c2ccccc2)CC(C)N1 (configuration not stated),6,6,6,11,6,12,-1,-4.1,-1
COCCN1C(=O)c2ccc(C(=O)Nc3nccs3)cc2C1=O,-3,2,1,-7,12,4,-3,-1.6,2
Cc1csc(NC(=O)C2CCCN(S(=O)(=O)c3ccc4c(c3)oc(=O)n4C)C2)n1 (configuration not stated),3,8,7,-16,-5,-9,4,0.2,1
COC(=O)c1cc2c(ccn2-c2ccc(F)cc2)n1CC(=O)C(C)(C)C,-2,8,7,4,4,16,-1,-0.7,6
Cn1c(=O)[nH]c(NC2CCCCC2)c([N+](=O)[O-])c1=O,-2,7,-1,10,1,-7,-1,-0.9,-1
CNC(=S)Nc1cccc([N+](=O)[O-])c1,-1,2,3,12,-7,5,-2,2.0,0
COc1ccccc1NC(=O)c1ccccc1NS(C)(=O)=O,1,2,3,-4,-7,-23,-9,-0.6,-1

# Rows are unselected, and some 3.6% of all compounds hit somewhere here.
